LAP4-GFP MLPCN: modulators of TOR pathway LAP4-GFP in S. cerevisiae; S. cerevisiae LAP4-GFP multiplex, flow cytometry GFP, 3 h; median GFP as percent of DMSO wells; GFP response vs DMSO, % at 10 µM; actives 0.34% (n = 320,000); AID 2023;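 active = GFP response vs DMSO above a set limit, about the screen mean plus 3 SD, cut at about 150% in these data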
Efflux pump mplx: antifungal efflux pump inhibition, Nile Red retention; S. cerevisiae Candida pump triplex; inhibition, % at 10 µM; actives 0.44% (n = 330,000);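 active = plate passing quality check with inhibition over a set limit, or well fluorescence over plate mean plus 4 SD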;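 note: Nile Red retained in pooled yeast measured as flow cytometry median fluorescence; 0% = buffer negative control and 100% = Enniatin B positive control; higher means more Nile Red kept so more efflux inhibition; some compounds called inactive have numbers as strong as hits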
AHR activator: activates the human aryl hydrocarbon receptor; AID 2796; P35869; AHR-responsive luciferase reporter cells, luminescence; activation, % at 5 µM; actives 2.5% (n = 320,000); in the data active = activation above about 47%;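 note: 0% = vehicle wells and 100% = reference agonist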
Target sequence (P35869 whole entry, looked up): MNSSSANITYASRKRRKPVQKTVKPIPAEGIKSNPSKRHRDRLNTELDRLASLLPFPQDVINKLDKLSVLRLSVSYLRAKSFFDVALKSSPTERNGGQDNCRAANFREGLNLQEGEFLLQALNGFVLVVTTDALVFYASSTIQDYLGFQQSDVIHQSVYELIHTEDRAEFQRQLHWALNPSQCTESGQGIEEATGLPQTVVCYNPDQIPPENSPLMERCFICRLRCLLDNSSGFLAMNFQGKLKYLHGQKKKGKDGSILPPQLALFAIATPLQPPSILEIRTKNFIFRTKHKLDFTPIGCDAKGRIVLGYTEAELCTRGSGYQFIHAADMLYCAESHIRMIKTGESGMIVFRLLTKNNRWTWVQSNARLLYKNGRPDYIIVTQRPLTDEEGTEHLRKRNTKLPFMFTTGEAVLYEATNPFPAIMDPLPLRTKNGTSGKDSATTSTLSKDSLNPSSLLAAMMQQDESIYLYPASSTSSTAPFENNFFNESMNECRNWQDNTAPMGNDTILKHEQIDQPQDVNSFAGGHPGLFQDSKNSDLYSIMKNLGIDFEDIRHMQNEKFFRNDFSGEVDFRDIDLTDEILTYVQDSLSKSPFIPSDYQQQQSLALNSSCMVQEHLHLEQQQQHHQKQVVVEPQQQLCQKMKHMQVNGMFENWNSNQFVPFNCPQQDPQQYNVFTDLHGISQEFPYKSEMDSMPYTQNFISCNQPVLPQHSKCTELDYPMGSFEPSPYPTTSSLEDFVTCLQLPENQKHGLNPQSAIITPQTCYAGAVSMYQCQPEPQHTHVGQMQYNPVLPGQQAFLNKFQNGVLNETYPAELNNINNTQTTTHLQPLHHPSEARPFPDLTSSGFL
MEP2 TOR yeast: modulators of TOR pathway MEP2-GFP in S. cerevisiae; AID 2016; GFP response vs DMSO, % at 10 µM; actives 0.51% (n = 330,000); S. cerevisiae MEP2-GFP strain, flow cytometry GFP, 3 h; 100% = DMSO control level;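 active = GFP response versus DMSO above a set limit, roughly screen mean plus 3 SD, cut at about 180% in these data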;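 note: median GFP fluorescence of the barcode-gated MEP2-GFP cells per well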
CR mimetic SO: lowers age-related superoxide in aged yeast cells. S. cerevisiae aged cells, superoxide DHE fluorescence; stronger effect = lower value. superoxide response (% of plate mean), % at 10 µM. actives 0.18% (n = 330,000);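 active = superoxide response under a set limit, about three screen SD below normal, cut at about 65% in these data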;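 note: yeast aged for seven days with compound at 30 °C before DHE staining; 100% = average MFI of all compound-treated wells on the plate with controls excluded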
RPL19A TOR yeast: yeast TOR pathway RPL19A-GFP modulation; percent response vs DMSO, % at 10 µM; S. cerevisiae RPL19A-GFP strain, flow cytometry, 3 h; stronger effect = lower value; actives 0.3% (n = 330,000);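 active = percent response vs DMSO below 50%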;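 note: median channel GFP fluorescence of the barcoded RPL19A-GFP strain; ratio of sample median GFP to plate DMSO average so 100% = DMSO; lower means less RPL19A-GFP as with rapamycin TOR inhibition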
AGP1 TOR yeast: alters AGP1-GFP fluorescence in TOR pathway yeast screen; actives 0.02% (n = 320,000); S. cerevisiae AGP1-GFP multiplex flow cytometry, 3 h; GFP as percent of DMSO wells; GFP response vs DMSO, % at 10 µM; AID 2066;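 active = GFP response relative to DMSO above a set limit, near screen average plus 3 SD, cut at about 150% in these data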;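 note: median GFP channel fluorescence of the gated AGP1 strain per well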
CIT2-GFP yeast: alters CIT2-GFP fluorescence in TOR pathway yeast screen. S. cerevisiae CIT2-GFP strain, flow cytometry, 3 h; 100 means same as DMSO wells. GFP response vs DMSO, % at 10 µM. actives 0.065% (n = 320,000);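 active = GFP response relative to DMSO above a set limit, near the screen mean plus 3 SD, cut at about 150% in these data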;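 note: ratio of well median GFP fluorescence to mean of DMSO wells on the plate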
An asterisk follows results filed as active; · = no result given. Not a hit list; any-hit rate near 3.9%.

SMILES	LAP4-GFP MLPCN	Efflux pump mplx	AHR activator	MEP2 TOR yeast	CR mimetic SO	RPL19A TOR yeast	AGP1 TOR yeast	CIT2-GFP yeast
CN(C)c1ccc(C(CNS(=O)(=O)c2ccc3ccccc3c2)N2CCOCC2)cc1 (stereo not drawn)	91	0.1	4	104	96	95	101	99
CCCc1cc(=O)[nH]c2nnc(SCC(=O)Nc3nccs3)n12	94	-0.2	-3	100	105	99	107	102
Cc1cc(NC(=O)COC(=O)c2cc(S(=O)(=O)N(C)C)ccc2Cl)no1	116	0.5	8	108	103	106	105	98
COc1ccc(NC(=O)C(Cc2ccccc2)NC(=O)c2ccco2)cc1OC (stereo not drawn)	100	-0.1	0	99	110	99	97	106
COC(=O)[C@]1(Cc2ccccc2)N[C@H](c2ccc(-c3ccc4c(c3)OCO4)cc2)[C@@H]2C(=O)N(C)C(=O)[C@@H]21	96	-0.1	22	94	94	97	91	94
CCN(CC)CCCN1C(=O)C(=O)/C(=C(/O)c2cc(C)ccc2C)C1c1cccnc1 (stereo not drawn)	100	-0.1	3	105	94	101	105	96
Cc1ccc2nc(NC(=O)C3=NN(c4ccccc4)C(=O)CC3)sc2c1	117	0.1	-10	119	94	101	102	105
COc1ccc(/C=N/NC(=O)c2cccc(Br)c2)cc1CSc1ccccn1	101	0.7	56*	116	116	96	95	95
O=C(Nc1sc2c(c1C(=O)NCC(O)CO)CCCC2)c1ccccc1 (stereo not drawn)	109	0.0	-2	101	102	99	108	96
CC(C)[C@@H](C(=O)N1CCN(Cc2ccc3c(c2)OCO3)CC1)n1nnc2ccccc2c1=O	96	0.0	0	103	93	100	103	103
O=C(CN1C(=O)NC2(CCCC2)C1=O)NCCN1C(=O)S/C(=C\c2ccccc2F)C1=O	94	0.1	2	110	87	106	98	98
O=C(NC1CCCC1)c1cc(-c2ccc(F)cc2)on1	92	-0.2	-3	95	97	91	83	83
NC(=O)CC1SC(N)=NC1=O (stereo not drawn)	95	0.0	5	98	90	100	98	102
COCCOC(=O)c1c(NC(=O)CN(C)c2ccccc2)sc(C(N)=O)c1C	113	0.0	8	108	106	94	100	76
CCCCCC(=O)Nc1ccc(S(=O)(=O)Nc2nccc(C)n2)cc1	94	0.0	-2	92	109	97	100	97

Quoted from the listing:
`CN(C)c1ccc(C(CNS(=O)(=O)c2ccc3ccccc3c2)N2CCOCC2)cc1` (stereo not drawn) @ AGP1 TOR yeast = 101
`O=C(CN1C(=O)NC2(CCCC2)C1=O)NCCN1C(=O)S/C(=C\c2ccccc2F)C1=O` @ CR mimetic SO = 87

The results go on:
SMILES	LAP4-GFP MLPCN	Efflux pump mplx	AHR activator	MEP2 TOR yeast	CR mimetic SO	RPL19A TOR yeast	AGP1 TOR yeast	CIT2-GFP yeast
Cn1c(=O)cc(N)n(-c2ccccc2)c1=O	93	0.1	·	104	96	103	99	100
COc1ccccc1/C=C/c1nc2ccc(OC(C)=O)cc2c(=O)o1	95	0.0	0	116	81	108	99	105
O=c1c(-c2ccccc2)coc2c(CN3CCOCC3)c(O)ccc12	96	-0.1	0	94	96	96	87	101
CCOC(=O)c1sc(-c2cccc(C(F)(F)F)c2)nc1O	112	-0.1	1	93	91	92	94	94
CCN(c1ccc(NC(=O)c2cccc(S(=O)(=O)N3CCN(C)CC3)c2)cc1)C(C)C	91	0.0	10	101	110	99	95	96
O=C(Nc1ccc(OC(F)F)c(Cl)c1)c1ccccn1	103	0.0	-2	108	106	115	96	100
CC1(C)Cc2cccc(C(=O)Nc3ccc(F)cc3F)c2O1	99	0.0	1	90	105	95	93	86
CC(C)=CCN1CCN(Cc2ccoc2)CC1CCO (stereo not drawn)	109	-0.1	2	109	92	99	112	110
Cc1ccc(C(=O)NC(=S)N2CCCC2)cc1	101	-1.3	8	96	91	96	102	106
COc1ccc2c(c1OC)C(=O)N(C(C)C(=O)O)C2=O (stereo not drawn)	103	0.1	-7	111	110	95	103	101
Cc1[nH]nc2c1C(c1ccsc1C)C(C#N)=C(N)O2 (stereo not drawn)	95	0.0	3	101	103	97	105	103
O=C(c1ccccc1)N(Cc1ccccc1)c1ccccn1	100	-0.1	-1	95	104	96	100	107
N#Cc1c(N2CCN(C(=O)c3ccco3)CC2)nc(-c2ccccc2)c2c1CCCC2	130	0.1	2	131	111	101	108	116
CCC(Sc1nnc2c3ccccc3n(CC)c2n1)C(=O)Nc1sc2c(c1C#N)CCCC2 (stereo not drawn)	100	0.1	7	103	101	102	99	99
CCCCNC(=O)c1onc(CSc2ccccn2)c1C(=O)NCCCC	121	-0.1	4	101	94	106	98	99

Whole records as entered above. Order of screens: LAP4-GFP MLPCN	Efflux pump mplx	AHR activator	MEP2 TOR yeast	CR mimetic SO	RPL19A TOR yeast	AGP1 TOR yeast	CIT2-GFP yeast
Shown for `COc1ccc2c(c1OC)C(=O)N(C(C)C(=O)O)C2=O` (stereo not drawn) = 103	0.1	-7	111	110	95	103	101
Shown for `CCC(Sc1nnc2c3ccccc3n(CC)c2n1)C(=O)Nc1sc2c(c1C#N)CCCC2` (stereo not drawn) = 100	0.1	7	103	101	102	99	99
Shown for `O=C(Nc1ccc(OC(F)F)c(Cl)c1)c1ccccn1` = 103	0.0	-2	108	106	115	96	100
Shown for `Cc1[nH]nc2c1C(c1ccsc1C)C(C#N)=C(N)O2` (stereo not drawn) = 95	0.0	3	101	103	97	105	103
Shown for `O=C(c1ccccc1)N(Cc1ccccc1)c1ccccn1` = 100	-0.1	-1	95	104	96	100	107

Retrieved one by one from above, six records:
SMILES	LAP4-GFP MLPCN	Efflux pump mplx	AHR activator	MEP2 TOR yeast	CR mimetic SO	RPL19A TOR yeast	AGP1 TOR yeast	CIT2-GFP yeast
Cn1c(=O)cc(N)n(-c2ccccc2)c1=O	93	0.1	·	104	96	103	99	100
O=C(Nc1ccc(OC(F)F)c(Cl)c1)c1ccccn1	103	0.0	-2	108	106	115	96	100
N#Cc1c(N2CCN(C(=O)c3ccco3)CC2)nc(-c2ccccc2)c2c1CCCC2	130	0.1	2	131	111	101	108	116
COc1ccc2c(c1OC)C(=O)N(C(C)C(=O)O)C2=O (stereo not drawn)	103	0.1	-7	111	110	95	103	101
Cc1[nH]nc2c1C(c1ccsc1C)C(C#N)=C(N)O2 (stereo not drawn)	95	0.0	3	101	103	97	105	103
O=c1c(-c2ccccc2)coc2c(CN3CCOCC3)c(O)ccc12	96	-0.1	0	94	96	96	87	101

Other records
SMILES	LAP4-GFP MLPCN	Efflux pump mplx	AHR activator	MEP2 TOR yeast	CR mimetic SO	RPL19A TOR yeast	AGP1 TOR yeast	CIT2-GFP yeast
CC1CN(C)CCC1OC(=O)c1ccccc1 (stereo not drawn)	97	-0.1	·	103	97	106	105	104
CC1=CC(C)(C)N2C(=O)C3(C(C#N)=C(N)Oc4cc(C)oc(=O)c43)c3cccc1c32 (stereo not drawn)	87	-0.3	12	94	102	92	86	92
CCN(CC)c1ccc(Nc2nc(-c3cccnc3)cs2)cc1	101	0.0	7	102	101	101	93	96
CCn1c(CNC(=O)c2ccccc2F)cc2ccccc21	96	-0.1	16	98	97	103	98	92
Cc1nc2cc(S(=O)(=O)N3CCC(C(=O)O)CC3)ccc2n1C1CCCC1	99	0.1	2	103	100	101	96	98
COc1ccc(S(=O)(=O)N2CC(C(=O)O)Oc3ccc(CC(=O)O)cc32)cc1 (stereo not drawn)	106	0.0	1	99	102	101	98	99
CC1=C(C)[N+](=O)C2CCCCC2N1[O-] (stereo not drawn)	101	0.1	2	97	90	94	100	97
O=C(NCCc1ccccc1)c1ccccc1[N+](=O)[O-]	94	-0.2	1	92	96	96	94	97
CCCCCC(=O)NCc1c(C(F)(F)F)nn(C)c1N1CCOCC1	109	-0.1	0	111	109	101	105	103
O=C(CNC(=O)c1ccccc1F)NCC(c1cccs1)N1CCOCC1 (stereo not drawn)	109	0.0	4	93	87	92	93	92
Clc1ccc(-n2nnnc2CN2CCOCC2)cc1Cl	95	0.0	2	93	90	102	91	96
CNC(=S)N(CCc1c(C)[nH]c2ccc(OC)cc12)Cc1cccnc1	109	0.0	15	96	118	98	98	103
Cc1nc(N2CCN(c3ccccc3)CC2)[nH]c(=O)c1Cc1ccccc1	98	0.2	-1	91	105	92	85	·
O=S(=O)(Nc1c(O)ccc2ccccc12)c1cccc2ccccc12	104	0.3	39	104	110	94	98	98
O=C(C(=C1NCCN1)n1cncn1)c1ccccc1	105	-0.1	1	107	107	104	109	99
COc1cc(F)c(C2=CC(=O)C[C@H](c3ccc(Cl)cc3)C2)cc1F	102	2.0	-1	91	113	95	94	85
CCc1c(C#N)c(=O)[nH]c(=O)n1-c1ccccc1	104	0.0	2	101	99	98	102	94
COC(=O)CN(c1cccc(OC)c1)S(C)(=O)=O	100	0.0	0	106	96	98	103	94
CC1CN(CC(=O)NCc2ccc(Cl)cc2)CC(C)O1 (stereo not drawn)	96	0.0	2	104	106	103	104	104
COc1cc(CN2CCc3ccccc3C2)ccc1O	97	-0.1	5	99	94	98	107	100
Cc1sc2nc(SCC(=O)N3CCOCC3)[nH]c(=O)c2c1C	104	0.0	22	101	99	99	99	95
O=C(O)C1CC(=O)N(Cc2ccc3c(c2)OCO3)C1 (stereo not drawn)	94	0.0	1	102	82	101	101	101
Cc1cc(C)nc(Nc2ccc(O)cc2)n1	99	-0.1	0	101	94	107	102	104
CC1(C)N=C(N)N=C(N)N1c1ccc(F)cc1F	92	-0.2	0	111	95	82	121	118
CCOc1cc(C)nc(NCCc2ccc(OC)c(OC)c2)n1	100	0.4	-1	98	82	97	100	98
Cc1cc(/C=N/NC(N)=S)c(O)c(/C=N/NC(N)=S)c1	105	0.0	12	99	104	99	99	103
CCOC(=O)c1cc(NC(=O)C2CCCO2)cc(C(=O)OCC)c1 (stereo not drawn)	103	-0.1	1	104	110	105	101	108
Cc1ccc(-n2c(C)nn(Cc3ccc([N+](=O)[O-])cc3)c2=O)cc1	106	0.1	1	103	109	107	100	105
O=C(COC(=O)c1ccccc1NC(=O)c1ccco1)NC1CCS(=O)(=O)C1 (stereo not drawn)	104	-0.1	-1	103	109	101	106	100
CCOc1cc(N2CCOCC2)c(OCC)cc1NC(=O)COc1ccccc1[N+](=O)[O-]	102	0.1	2	104	92	107	93	102
O=C(Cc1ccc(Cl)cc1)OCc1nnc(-c2ccccc2)o1	99	0.0	2	94	121	101	96	97
CC(NC(=O)C[n+]1cccc(Br)c1)c1ccccc1 (stereo not drawn)	91	0.1	-1	102	85	101	98	104
Cc1cc(C)c(C#N)c(Nc2ccccc2F)n1	104	-0.1	30	107	102	106	103	106
CCC(=O)NCCC(c1ccco1)c1ccccc1OC (stereo not drawn)	107	0.2	0	104	93	102	101	97
COc1cccc(NC(=O)CCNS(=O)(=O)c2ccc(Br)s2)c1	101	-0.1	10	91	105	104	102	100
CC1(C)CC(=O)C2=C(C1)NC1=C(C(=O)c3ccccc31)C2c1cc([N+](=O)[O-])ccc1O (stereo not drawn)	114	-0.2	2	106	116	109	116	106
Cc1cc(C(=O)Nc2cccc(C(=O)O)c2)c(C)o1	100	0.0	2	103	116	97	102	91
CCN(C(=O)COc1ncnc2ccc(Br)cc12)C1CCS(=O)(=O)C1 (stereo not drawn)	108	-0.1	6	98	110	99	101	96
Nc1nc2ccc(C(=O)NCCOC(=O)C3CCCCC3)cc2s1	87	-0.1	0	88	106	97	86	83

Source: PubChem BioAssay (several laboratories)
